From PubChem BioAssay
Rin1-Abl PPI inh = blocks binding of human Rin1 to Abl; P00519+Q13671; TR-FRET Rin1/Abl binding, biochemical; inhibition, % at 7.35 µM; 360,000 tested, 0.4% active; AID 588664; in the data active = inhibition above about 5%, passing the limit was not always enough
MT1-MMP act inh = blocks activation of human MT1-MMP | HT1080 RFP-PRO-GFP cells, GFP/RFP ratio fluorescence, overnight; percent of plate control window, DMSO zero | GFP/RFP ratio change, % at 20 µM | 360,000 tested, 0.061% active | AID 651647;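 active = GFP/RFP ratio change of at least 30% with cell ATP level not reduced by more than half and red fluorescence within 50% of control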; note: strong numbers were not always called active
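Compound: 20 µM single dose, 1% DMSO / System: HT1080 RFP-PRO-GFP cells / Controls: DMSO and RFP-L50D-GFP cell wells / Read-out basis: GFP/RFP fluorescence ratio / Schedule: overnight compound exposure at 37 °C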
CSN inh = blocks human CSN-mediated cullin deneddylation | inhibition, % at 12.5 µM | Purified CSN, SCF-Nedd8-OG deneddylation, fluorescence polarization | 360,000 tested, 0.38% active | Q92905;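 active = pattern-corrected inhibition above about 35%, with an unprinted fluorescence ratio check between 0.5 and 1.5, limit read from the data, passing the limit was not always enough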;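 note: 0% = enzyme with substrate and 100% = substrate without enzyme; some results filed as inactive read as strong as hits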
Target sequence (Q92905 whole entry, looked up, one chain of several): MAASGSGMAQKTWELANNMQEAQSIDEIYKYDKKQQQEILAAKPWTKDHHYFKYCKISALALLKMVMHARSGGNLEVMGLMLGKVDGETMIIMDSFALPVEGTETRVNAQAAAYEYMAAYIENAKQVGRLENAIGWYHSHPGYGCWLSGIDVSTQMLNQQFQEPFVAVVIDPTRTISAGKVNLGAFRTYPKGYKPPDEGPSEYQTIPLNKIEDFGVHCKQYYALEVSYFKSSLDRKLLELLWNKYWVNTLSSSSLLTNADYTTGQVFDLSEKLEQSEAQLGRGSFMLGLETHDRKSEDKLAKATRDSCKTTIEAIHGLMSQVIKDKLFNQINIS
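Test system: Human Csn5 produced in HEK293T cells | Compound: 12.5 µM single point | Times: 90 min, room temperature | Signal: Fluorescence polarization readout | Read-out basis: % inhibition of substrate cleavage by Csn5 | Controls: no-enzyme wells high, enzyme-with-substrate wells low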
Neddyl block = inhibitors of human cullin neddylation. P61081+Q13564. TR-FRET cullin neddylation, biochemical. calls only at 25 µM. 360,000 tested, 0.58% active. AID 651699; in the data active = inhibition above about 36%
NadD inh = blocks S. aureus nicotinate mononucleotide adenylyltransferase; purified NadD enzyme, colorimetric absorbance read-out; inhibition, % at 20 µM; 360,000 tested, 0.78% active; in the data active = inhibition above about 26%; note: some compounds past the cut are filed as inactive
SKN-1 inh = inhibitors of C. elegans SKN-1. C. elegans VP596 Pgst-4::GFP/RFP ratio, acrylamide-induced, 24 h. inhibition, % at 21.8 µM. 360,000 tested, 0.49% active. AID 624304;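 active = interference check ratio from 0.5 to 1.5 plus GFP to RFP signal ratio inhibition reaching or exceeding a fixed threshold, cut at about 30% in these data, passing the limit was not always enough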; note: some compounds called inactive have numbers as strong as hits
PABP1 MLLE inh = inhibitors of microRNA-mediated deadenylation, human PABP1 MLLE binding. P11940. GST-MLLE / FITC-PAM2 fluorescence polarization. inhibition, % at 20 µM. 360,000 tested, 0.36% active. AID 588489; in the data active = inhibition above about 35%, passing the limit was not always enough;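 note: plate controls were DMSO wells with GST-MLLE for no effect and wells lacking GST-MLLE protein for full effect; some results filed as inactive read as strong as hits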
FAS-TE inh = inhibitors of human fatty acid synthase thioesterase domain. recombinant FAS-TE, OMFH fluorogenic substrate, fluorescence endpoint. AID 602261. 360,000 tested, 0.67% active. P49327. inhibition, % at 15 µM;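 active = compounds whose normalised, plate-corrected inhibition of enzyme fluorescence in the single-dose primary screen is 50% or more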;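 note: 0% = DMSO with enzyme and 100% = substrate without enzyme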
Rpn11 inh = Rpn11 (human) deubiquitinase inhibition; AID 588493; 360,000 tested, 0.59% active; calls only at 20 µM; human 26S proteasome, Ub4-pepOG fluorescence polarization; 20S core pre-blocked with epoxomicin;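 active = inhibition at 20 µM, scaled to each plate's controls, above about 33%, limit read from the data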
Target sequence (O00487 whole entry, looked up): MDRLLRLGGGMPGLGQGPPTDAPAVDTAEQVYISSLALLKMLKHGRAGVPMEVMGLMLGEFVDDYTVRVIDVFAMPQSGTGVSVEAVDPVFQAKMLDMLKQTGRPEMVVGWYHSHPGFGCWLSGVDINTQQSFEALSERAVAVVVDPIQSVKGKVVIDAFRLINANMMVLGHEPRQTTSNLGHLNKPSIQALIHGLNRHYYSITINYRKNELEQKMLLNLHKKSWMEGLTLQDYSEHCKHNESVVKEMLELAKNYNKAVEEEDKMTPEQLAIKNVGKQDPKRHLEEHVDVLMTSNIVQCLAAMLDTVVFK
* marks the source's active call; other numbers are inactive results; i = inactive; / = not tested or not shown; + = active, no number. Not a hit list. Share with any hit: about 3.9%.

SMILES | Rin1-Abl PPI inh | MT1-MMP act inh | CSN inh | Neddyl block | NadD inh | SKN-1 inh | PABP1 MLLE inh | FAS-TE inh | Rpn11 inh
CCc1cc(=O)oc2cc(C)cc(OCC(=O)N[C@@H](CSCc3ccccc3)C(=O)O)c12 | -2 | 1 | 2 | / | -4 | 5 | 10 | 19 | i
CC(C)(C)C(=O)CSc1ncccn1 | -1 | 6 | 7 | i | -4 | 0 | 33 | -3 | i
O=C(NC(=S)NNC(=O)c1ccco1)c1ccc(F)cc1 | 0 | 8 | -1 | i | 6 | 31 | 4 | -5 | i
CNC(=O)c1ccc(Nc2nc(-c3ccccc3)nc3ccccc23)cc1 | 3 | 2 | -3 | / | 10 | 1 | -19 | 6 | i
COc1cc(CC(=O)NCc2ccccn2)cc(OC)c1OC | 2 | -2 | -2 | i | 0 | 0 | 11 | -6 | i
Cc1cc(C(=O)OCC(=O)Nc2ccccc2C#N)c(C)o1 | 2 | 3 | -5 | i | 0 | -10 | 0 | -4 | i
COC(=O)C(CC(=O)c1ccccc1)CC(=O)c1ccccc1 | 0 | -1 | -3 | i | -11 | -7 | 2 | 0 | i
COc1ccc(CC(=O)N2CCC(n3nccc3NC(=O)C3CC3)CC2)cc1 | 0 | 0 | 2 | i | -3 | -22 | -7 | -9 | i
O=C(CN1CCN(Cc2ccc(F)cc2)CC1)NCc1ccccc1 | 1 | 0 | 6 | i | -3 | 16 | 2 | -3 | i
CCOC(=O)C1=C(N)OC2=C(C(=O)CCC2)C1c1ccccc1OC (stereo unspecified) | 3 | 1 | -3 | i | 5 | 9 | 8 | -5 | i
CCC(=O)Nc1nonc1-c1nc2ccccc2n1Cc1cccc2ccccc12 | -3 | 9 | 2 | i | 23 | 3 | -6 | 28 | i
O=C(O)CCn1c(-c2ccccc2)cc2c1CCCC2=O | -2 | 0 | 4 | i | -4 | -6 | -1 | -7 | i

The closing 2 entries of the section above are carried over, then new ones follow.
SMILES | Rin1-Abl PPI inh | MT1-MMP act inh | CSN inh | Neddyl block | NadD inh | SKN-1 inh | PABP1 MLLE inh | FAS-TE inh | Rpn11 inh
CCC(=O)Nc1nonc1-c1nc2ccccc2n1Cc1cccc2ccccc12 | -3 | 9 | 2 | i | 23 | 3 | -6 | 28 | i
O=C(O)CCn1c(-c2ccccc2)cc2c1CCCC2=O | -2 | 0 | 4 | i | -4 | -6 | -1 | -7 | i
O=C(c1ccc(Br)cc1)c1cc([N+](=O)[O-])ccc1N1CCOCC1 | 2 | 1 | 0 | i | -8 | 65* | 5 | 50 | i
COc1ccc(-c2nnc(CSc3nc4ccccc4c(=O)n3CC(C)C)o2)cc1OC | -1 | -4 | -2 | i | -13 | 13 | -5 | 31 | i
Cc1cc(C)cc(NC(=S)NCCSc2ccc(Cl)cc2)c1 | -2 | 3 | 6 | i | 3 | 1 | -29 | 31 | i
CC(=O)OC(COc1ccccc1)Cn1cnc2ccccc21 (stereo unspecified) | 2 | 5 | -5 | i | -3 | -4 | -10 | -8 | i
O=C(Cc1ccc(Cl)cc1)NC1CCCCCC1 | -2 | -1 | -4 | i | -1 | 4 | -7 | 4 | i
Cc1ccc(NC(=O)C2(N3CCC3=O)CCCCC2)cc1 | -1 | -1 | 4 | i | 3 | 10 | -3 | -8 | i
Cc1nnc(C)c2c(C)n(C(c3ccccc3)c3ccccc3)c(C)c12 | -4 | -10 | 17 | i | 8 | 23 | -33 | -1 | +
CC(C)c1ccc(NC(=O)N2CCc3nc(NCc4cccc(Oc5ccccc5)c4)ncc3C2)cc1 | -4 | -3 | -2 | i | 14 | 22 | -9 | 3 | i
Cc1ccc(N=CNc2ccc(C)cc2C)c(C)c1 | 1 | 1 | 2 | i | -6 | -2 | -12 | -5 | i
COc1ccc(NS(=O)(=O)c2cccc(C(=O)NCc3cccnc3)c2)cc1 | -1 | -2 | 1 | i | 0 | -8 | -3 | -4 | i
CC(C)C(NC(=O)c1ccco1)C(=O)OCC(=O)Nc1ccc(C(N)=O)cc1 (stereo unspecified) | -1 | 2 | 2 | i | 0 | 2 | 0 | -1 | i
COc1ccccc1-n1c(-c2cc(-c3ccc(F)cc3)n[nH]2)n[nH]c1=S | -3 | 0 | -1 | i | 4 | 0 | -6 | -4 | i
CC(=O)c1ccc(Nc2nc(-c3sc(C)nc3C)cs2)cc1 | -4 | 9 | 0 | i | 5 | 20 | 8 | 5 | i
CCOC(=O)CSc1nnc(C)n1N | 3 | 2 | 7 | i | -6 | 8 | -1 | -3 | i
Cc1cc(C)c(C)c(C(=O)C2OC(=O)C(C)(C)C(=O)C2(C)C)c1C (stereo unspecified) | 0 | 4 | -8 | i | -5 | 10 | -7 | 3 | i
CCOC(=O)c1c(C)nc2sc3c(=O)n(-c4ccc(C(C)=O)cc4)nnc3c2c1-c1ccc(OC)cc1 | -3 | 1 | -1 | i | 3 | 19 | -4 | 25 | i
O=C(c1cc(-c2ccco2)nc2ccccc12)N(Cc1nnc(-c2ccc(Cl)cc2)o1)C1CC1 | 4 | 7 | 15 | + | 22 | 3 | -3 | 18 | i
O=C(NC(=O)N1CCCCCC1)c1ccc(Cl)cc1 | 5 | 4 | 4 | i | -2 | -10 | 11 | -6 | i
O=C(C1CCN(S(=O)(=O)c2ccccc2)CC1)N1CCN(Cc2ccc3c(c2)OCO3)CC1 | 2 | 1 | 1 | i | -6 | 19 | 11 | 0 | i
COc1ccc(OCC(=O)OCC(=O)Nc2ccc(S(=O)(=O)N3CCCCC3)cc2)cc1 | 3 | 4 | 6 | i | -9 | 26 | -3 | -1 | i
Cc1cccn2c(=O)c3cc(C(=O)N4CCOCC4)n(C)c3nc12 | -6 | 2 | 3 | / | -5 | 4 | 7 | -2 | i
Cc1ccc(C)n1-c1cc([N+](=O)[O-])ccc1-n1ccnc1 | 1 | 8 | -1 | i | -6 | -10 | 7 | -2 | i
CCOc1ccc(Nc2ncnc(N)n2)cc1 | -1 | 1 | -6 | i | -2 | 4 | -7 | -5 | i
CCOc1cc(C#N)c(NC(=O)c2cccnc2)cc1OCC | -4 | -7 | 0 | i | -1 | -25 | 2 | -3 | i

Eleven successive records out of the list so far, quoted:
SMILES | Rin1-Abl PPI inh | MT1-MMP act inh | CSN inh | Neddyl block | NadD inh | SKN-1 inh | PABP1 MLLE inh | FAS-TE inh | Rpn11 inh
COc1ccccc1-n1c(-c2cc(-c3ccc(F)cc3)n[nH]2)n[nH]c1=S | -3 | 0 | -1 | i | 4 | 0 | -6 | -4 | i
CC(=O)c1ccc(Nc2nc(-c3sc(C)nc3C)cs2)cc1 | -4 | 9 | 0 | i | 5 | 20 | 8 | 5 | i
CCOC(=O)CSc1nnc(C)n1N | 3 | 2 | 7 | i | -6 | 8 | -1 | -3 | i
Cc1cc(C)c(C)c(C(=O)C2OC(=O)C(C)(C)C(=O)C2(C)C)c1C (stereo unspecified) | 0 | 4 | -8 | i | -5 | 10 | -7 | 3 | i
CCOC(=O)c1c(C)nc2sc3c(=O)n(-c4ccc(C(C)=O)cc4)nnc3c2c1-c1ccc(OC)cc1 | -3 | 1 | -1 | i | 3 | 19 | -4 | 25 | i
O=C(c1cc(-c2ccco2)nc2ccccc12)N(Cc1nnc(-c2ccc(Cl)cc2)o1)C1CC1 | 4 | 7 | 15 | + | 22 | 3 | -3 | 18 | i
O=C(NC(=O)N1CCCCCC1)c1ccc(Cl)cc1 | 5 | 4 | 4 | i | -2 | -10 | 11 | -6 | i
O=C(C1CCN(S(=O)(=O)c2ccccc2)CC1)N1CCN(Cc2ccc3c(c2)OCO3)CC1 | 2 | 1 | 1 | i | -6 | 19 | 11 | 0 | i
COc1ccc(OCC(=O)OCC(=O)Nc2ccc(S(=O)(=O)N3CCCCC3)cc2)cc1 | 3 | 4 | 6 | i | -9 | 26 | -3 | -1 | i
Cc1cccn2c(=O)c3cc(C(=O)N4CCOCC4)n(C)c3nc12 | -6 | 2 | 3 | / | -5 | 4 | 7 | -2 | i
Cc1ccc(C)n1-c1cc([N+](=O)[O-])ccc1-n1ccnc1 | 1 | 8 | -1 | i | -6 | -10 | 7 | -2 | i

Next part:
SMILES | Rin1-Abl PPI inh | MT1-MMP act inh | CSN inh | Neddyl block | NadD inh | SKN-1 inh | PABP1 MLLE inh | FAS-TE inh | Rpn11 inh
O=C(Nc1ccccc1C(=O)OCc1nnc(-c2ccccc2)o1)c1ccco1 | -3 | 0 | 0 | i | -9 | 1 | -1 | 15 | i
CCOC(=O)[C@@H]1[C@H]2COc3cc(OC)ccc3[C@@H]2N2C(=O)N(c3cccc(Cl)c3)C(=O)[C@@]12C | 3 | -11 | -3 | i | -4 | -24 | -1 | 17 | i
CCSc1nc(-c2ccccc2)cc(=O)[nH]1 | 5 | 0 | -3 | i | -5 | -3 | 21 | -7 | i
CCNS(=O)(=O)c1ccc(CCC(=O)Nc2ccc3c(c2)OCO3)cc1 | -3 | 3 | 7 | i | -4 | -12 | 9 | -2 | i
CC(=O)Nc1ccc(S(=O)(=O)N[C@@H](C)C(=O)OCC(=O)NC2CCCC2)cc1 | -3 | -2 | -3 | i | 1 | -1 | 4 | -10 | i
CN1CCN(S(=O)(=O)c2ccc(Oc3cccc(C(F)(F)F)c3)nc2)CC1 | 0 | 0 | -4 | i | -6 | 14 | 13 | -4 | i
O=C(CSc1nncn1-c1ccccc1)Nc1cc(F)ccc1F | 2 | 1 | 1 | i | -2 | 1 | 6 | -6 | i
C/C(=N\NC(=O)c1cc2c(s1)CCC(C)C2)c1ccncc1 (stereo unspecified) | 2 | 3 | 0 | i | 5 | 8 | 3 | 16 | i
CCOC(=O)Cn1c(=O)oc2cc(S(=O)(=O)Nc3cc(OCC)ccc3OCC)ccc21 | 3 | -1 | 6 | i | -10 | 5 | -4 | 12 | i
c1ccc2c(-c3cnc4cccnn34)cncc2c1 | -1 | -8 | 1 | / | -2 | 1 | -1 | -5 | i
COc1ccccc1/C=C1\SC(=S)N(CCC(=O)NC2=NCCS2)C1=O | 2 | -3 | 6 | i | 12 | -7 | 34 | 6 | i
Cc1cc(OCC(=O)O/N=C(\N)c2ccccc2)ccc1Br | 4 | -2 | 0 | i | -5 | 3 | -9 | 16 | i
Cc1ccc(S(=O)(=O)N(CC(=O)O)Cc2ccccc2F)cc1 | 5 | -6 | -3 | i | -8 | -6 | 0 | -4 | i
NC(=O)CCn1c(C(=O)c2cc(Cl)c(N)c(Cl)c2)c2ccccc2[n+]1[O-] | -1 | 2 | 18 | i | 3 | -4 | 4 | -1 | i
O=S(=O)(NCC1CCCO1)c1cccc2nsnc12 (stereo unspecified) | -4 | 2 | 2 | i | 1 | 3 | -7 | -6 | i
CC(NC(=O)c1ccccc1NC(=O)CN1CCc2ccccc2C1)c1ccccc1 (stereo unspecified) | -2 | -4 | 0 | i | -4 | -12 | -9 | 16 | i
CC(C)NC(=S)N/N=C1\CCCc2ccccc21 | 0 | -4 | -2 | i | -1 | 7 | 19 | -1 | i
COc1ccc(OCC(=O)N/N=C(\C)CC(=O)Nc2ccc(NC(C)=O)cc2)cc1 | 1 | 3 | -2 | i | -2 | 13 | -3 | -7 | i
CCN(C(=O)CSc1nnc(C)n1Cc1ccccc1)C1CCS(=O)(=O)C1 (stereo unspecified) | 4 | -4 | -9 | i | 12 | 4 | -23 | 0 | i
CCCCCCC1CC(/C(C)=N\NC(N)=O)OC1=O (stereo unspecified) | 2 | -1 | -6 | i | -2 | 20 | 9 | -13 | i
COC(=O)c1c(NC(=O)C2CC=CCC2C(=O)O)sc2c1CCCCC2 (stereo unspecified) | 2 | -5 | 0 | i | -5 | 13 | 25 | -5 | i
